mcGAS inh: inhibitors of mouse cGAS; 160,000 tested, 0.15% active; Q8C6L5; recombinant cGAS, Kinase-Glo ATP depletion luminescence; AID 1259399; inhibition, % at 12.5 µM;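 note: 0% = negative control wells and 100% = reference inhibitor with no enzyme activity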
NPYLR7 ag: mosquito NPYLR7 agonism | HEK293T NPYLR7/Galpha15, GCaMP6s calcium fluorescence | activation, % at 10 µM | 270,000 tested, 0.15% active; in the data active = activation above about 40%;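 note: 0% = vehicle and 100% = reference agonist at the receptor; some compounds past the cut are filed as inactive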
hcGAS inh: inhibitors of human cGAS | Q8N884 | recombinant h-cGAS, ATP depletion, Kinase-Glo luminescence | inhibition, % at 12.5 µM | 290,000 tested, 0.081% active | AID 1259398;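 note: 0% = vehicle reaction and 100% = reaction without DNA for no activity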
Target sequence (Q8N884 whole entry, looked up): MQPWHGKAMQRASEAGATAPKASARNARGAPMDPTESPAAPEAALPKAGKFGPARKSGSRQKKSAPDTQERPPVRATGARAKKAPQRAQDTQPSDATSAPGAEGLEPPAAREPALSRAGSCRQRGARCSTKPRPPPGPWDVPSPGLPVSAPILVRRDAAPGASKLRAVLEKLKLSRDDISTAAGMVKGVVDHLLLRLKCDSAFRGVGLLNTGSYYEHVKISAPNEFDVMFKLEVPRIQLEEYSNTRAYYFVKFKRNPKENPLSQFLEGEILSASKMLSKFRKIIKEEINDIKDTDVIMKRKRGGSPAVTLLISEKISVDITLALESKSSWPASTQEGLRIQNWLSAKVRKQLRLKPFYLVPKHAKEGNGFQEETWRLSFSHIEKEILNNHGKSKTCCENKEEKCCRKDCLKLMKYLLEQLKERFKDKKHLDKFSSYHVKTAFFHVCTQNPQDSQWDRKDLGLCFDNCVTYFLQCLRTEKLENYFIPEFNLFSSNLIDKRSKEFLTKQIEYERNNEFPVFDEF
Active calls of the source: *; . = not tested or not shown; & = joins results of further samples. Cut-off read from the data, not from the text of the source, unless noted: active = inhibition above about 40%; inactive = the rest.

SMILES	mcGAS inh	NPYLR7 ag	hcGAS inh
CC(=O)Oc1cccc(N2C(=O)c3cccc([N+](=O)[O-])c3C2=O)c1	-4.0	-4.8	-7.0
CCCn1c(=O)n(C)c(=O)c2c(SCC(=O)C(C#N)=C(C)N)nc(C(C)(C)C)nc21	.	-5.2	-2.2
COc1ccc(C(=O)N2CCN(C(c3ccccc3)c3ccc(Cl)cc3)CC2)c(OC)c1 (configuration not stated)	-6.0	-1.4	-5.4
CC1Sc2ccccc2N(Cc2ccccc2OC(F)(F)F)C1=O (configuration not stated)	.	7.2	-0.3
c1ccc(-c2cnc(CSc3nc4ccccc4o3)o2)cc1	.	5.7	-4.5
COC1CCC12CCN(C(=O)c1cc(C)[nH]n1)CC2 (configuration not stated)	-4.4	.	-6.6
COc1ccc(C2Nc3ccccc3N=C3CC(c4ccccc4)CC(=O)C32)c(OC)c1OC (configuration not stated)	-2.4	-6.4	-8.7
CCO[C@H]1COC[C@@H]1NC(=O)c1onc2ccccc12	-14.5	26.8	-4.4
COc1ccc(N2CCN(c3cc(C(=O)NCCCSC)c4ccccc4n3)CC2)cc1	-6.0	28.6	-8.9
COc1ccc(-c2noc(CN3C(=O)CC4(CCCCC4)C3=O)n2)c(OC)c1	.	5.9	-13.0
O=C(NCc1ccccn1)c1ccc(Nc2cccc(C(F)(F)F)c2)nc1	-4.1	0.4	-4.7
Cc1n[nH]c(=O)c2c1cnn2-c1ccccc1	.	-3.3	0.6
COC(=O)C1=C(C(=O)OC)C2C=CC=C(c3ccccc3)N2C(C(=O)OC)=C1C(=O)OC (configuration not stated)	.	3.9	-8.9
COc1ccc(-c2csc3nc(CN(Cc4ccccc4)CC(O)COCC(C)C)[nH]c(=O)c23)cc1OC (configuration not stated)	-2.8	-2.1	-2.5
CC(C)=CC(=O)NC1CC2CCC(C1)N2Cc1ccoc1 (configuration not stated)	0.5	-0.5	-4.4
O=C(Nc1ccc2[nH]c(=O)[nH]c2c1)c1cc2c(s1)CCCCC2	.	-2.6	-8.0
Cc1ccc(-c2nc(N3CCN(C(=O)c4cccs4)CC3)c3ccccc3n2)cc1	-9.8	.	-4.0
CC(=O)N1c2ccc(S(=O)(=O)Oc3ccccc3C#N)cc2CC1C (configuration not stated)	-10.0	6.0	-9.2
c1ccc(Cn2cc(CN3CCCC3c3ccccn3)c(-c3ccc4c(c3)OCO4)n2)cc1 (configuration not stated)	.	-0.6	-9.9
Cc1nonc1CN(C)Cc1cn[nH]c1-c1ccc(-c2ccccc2)cc1	.	14.9	-4.9
COc1ccc(CN(C(=O)c2ccccc2F)C2CC2)cc1OS(C)(=O)=O	-5.2	30.1	-4.6
Cc1ccc(NC(=O)N(CC(=O)N(CCc2ccccc2)Cc2ccc(C)o2)CC2CC2)cc1	-8.8	.	-9.6
CC(C)n1cc(CN(Cc2cccnc2)CC2CCN(C3CCCC3)CC2)cn1	-8.3	.	-3.3
Cc1ccc(C(=O)N2N=C(c3cccnc3)CC2(O)C(F)(F)F)cc1 (configuration not stated)	.	-2.1	-9.1
CCOC(=O)C1=C(N)c2ccccc2CC1(C)CC (configuration not stated)	-7.3	0.0	-16.8
CCCCN(C)S(=O)(=O)c1ccc(C(=O)Nc2cc(C)nn2C(C)C)cc1	-9.1	.	-8.2
Cn1cc(-c2ccc3ncc(-c4ccoc4)n3n2)cn1	-1.0	-4.1	-2.5
CC(C)N(C(=O)CSc1ccc(NC(=O)C2CC2)nn1)C(C)C	.	0.1	-4.8
CC(Nc1ccc2c(c1)-c1ccccc1C2)C(=O)NCC1CCCCC1 (configuration not stated)	.	0.6	-1.1
COc1cc(CC(=O)N2CCCC3(C2)OCCO3)cc(OC)c1OC	.	-9.1	5.6

Compounds listed so far that contain an aryl methoxy group:
SMILES	mcGAS inh	NPYLR7 ag	hcGAS inh
COc1ccc(C(=O)N2CCN(C(c3ccccc3)c3ccc(Cl)cc3)CC2)c(OC)c1 (configuration not stated)	-6.0	-1.4	-5.4
COc1ccc(C2Nc3ccccc3N=C3CC(c4ccccc4)CC(=O)C32)c(OC)c1OC (configuration not stated)	-2.4	-6.4	-8.7
COc1ccc(N2CCN(c3cc(C(=O)NCCCSC)c4ccccc4n3)CC2)cc1	-6.0	28.6	-8.9
COc1ccc(-c2noc(CN3C(=O)CC4(CCCCC4)C3=O)n2)c(OC)c1	.	5.9	-13.0
COc1ccc(-c2csc3nc(CN(Cc4ccccc4)CC(O)COCC(C)C)[nH]c(=O)c23)cc1OC (configuration not stated)	-2.8	-2.1	-2.5
COc1ccc(CN(C(=O)c2ccccc2F)C2CC2)cc1OS(C)(=O)=O	-5.2	30.1	-4.6
COc1cc(CC(=O)N2CCCC3(C2)OCCO3)cc(OC)c1OC	.	-9.1	5.6

Following part.
SMILES	mcGAS inh	NPYLR7 ag	hcGAS inh
O=C(COCc1ccccc1)Nc1nnc(SCc2cccc([N+](=O)[O-])c2)s1	-4.1	-0.1	-3.2
CC(=O)N(Cc1cccnc1)c1nc2cc(C)cc(C)c2s1	-8.9	-9.4	-5.0
COc1nc(C)c(C(=O)NC(c2cc(C)ccn2)C2CC2)s1 (configuration not stated)	.	-4.1	-5.3
O=C(NCc1cccc(Cl)c1Cl)c1cncn1-c1cccc(-c2cccc3c2sc2ccccc23)c1	-3.1	11.4	3.2
CCNC(=S)N/N=C\c1cc(Br)cc(Br)c1OC	.	-2.3	-2.3
CCCCCCC(=O)N1CCN(C(=O)c2cc(-c3ccc(Cl)cc3)n(-c3cccc(F)c3)c2C)CC1	-2.1	3.7	0.5
c1cnc2nc(-c3ccsc3)c(NC3CCCCC3)n2c1	.	-5.1	4.6
Cc1cc(=O)[nH]c(NN=C2CCC(C(C)(C)C)CC2)n1 (configuration not stated)	.	-2.3	-9.3
COC(=O)c1ccc(-c2nc(CN(C)C(C)c3ccon3)c(C)o2)cc1 (configuration not stated)	-4.5	5.9&-8.6	-7.6&-2.3
Cc1ccc(Cc2nc(N3CCN(C(=O)c4ccco4)CC3)c3c(C)nn(-c4ccc(F)cc4)c3n2)cc1	-7.4	-9.9	-1.0
COCCNC(=O)c1ccc(CSc2nnc(-c3ccco3)n2-c2cccc(Cl)c2)cc1	-3.4	17.5	-14.4
Cc1ccccc1-c1cc(C(=O)O)[nH]n1	-2.9	-2.8	-4.6
O=C(c1ncoc1-c1cccs1)N1CCCC1C1CCC1 (configuration not stated)	.	-1.0	-14.8
Cc1ccc(C(NC(=O)C2CCOCC2)c2ccncc2)cc1 (configuration not stated)	-12.2	1.3	-4.4
O=S(=O)(NCCc1csc2nc(-c3ccccc3F)nn12)c1ccc(F)cc1	-7.5	3.6	-5.7
CCN(CC1CCOCC1)C(=O)c1ccc(Cl)cn1	.	-9.4	-6.5
COCCNC(=O)C1(C)CCCN(Cc2cccc(OC)c2OC)C1 (configuration not stated)	-0.8	4.8	0.6
C=c1ccccc1=C1N=C(CO)NO1	-17.9	-1.0	-8.1
CNC(=O)Cn1c(-n2nc(C)cc2C)nc2c(c1=O)CCCC2	-4.9	.	-0.9
O=C(CSc1ncnc2c1nnn2Cc1ccc(Cl)cc1)N1CCc2ccccc21	-7.3	14.7	-5.4
CC(C)c1noc(C2CCCN(C(=O)c3cccc4ccnn34)C2)n1 (configuration not stated)	.	3.6	-7.8
O=C(NNS(=O)(=O)c1ccc(Br)cc1Cl)c1ccco1	.	1.9	-7.3
CCOC(=O)c1sc2nc(C)nc(NCCOC)c2c1C	.	6.4	-7.0
O=C(CN1C(=O)SC(=Cc2ccc(Br)o2)C1=O)N1CCCCCC1	.	5.5	-5.2
CCOC(=O)c1cc(-c2cccc(NC(=O)c3c(C)noc3C)c2)n(-c2ccccc2F)n1	-6.1	18.8	-2.9
COCc1nc(-c2ccc(CN3CCN(C(=O)c4ccc(C)nc4Cl)CC3)cc2)no1	-8.8	6.5	-5.3
CCOC(=O)c1c(C)[nH]c(C(=O)COC(=O)c2[nH]c(C)c(C(=O)OCC)c2C)c1C	.	4.1	-0.4
Cc1nc(C2CCCN2C(=O)C(C)Oc2cccnc2)no1 (configuration not stated)	.	1.2	-9.7
Cc1nc(NCCNS(C)(=O)=O)cc(N2CCCC2)n1	.	1.8	4.4
COc1cccc(Oc2cc(N3CCN(C(=O)c4ccc(Cl)cc4)C(C)C3)ncn2)c1 (configuration not stated)	-5.2	9.5	-3.1
CC(C)c1cccc(N(C)Cc2cncn2C)c1	.	7.8	-7.6
Cc1nnc(Cn2nc(C3CCNCC3)n(Cc3ccccc3)c2=O)s1	.	5.5	-1.5
CC(=O)NC1C(=O)N(CCOc2ccc3ccccc3c2)c2ccc(Cl)cc21 (configuration not stated)	-5.5	0.6	-1.7
NC(=O)c1ccc(C(=O)N2CCN(c3nccs3)CC2)cc1	.	1.1	-8.1
Cc1ccsc1[C@@H]1CCN(C(=O)c2nc3c(s2)CCCC3)C[C@H]1O	.	2.0	1.8
COc1cc(C(C#N)NC(=O)CCc2ccccc2F)cc(OC)c1OC (configuration not stated)	-15.5	11.1	-3.0
Cc1ccccc1C(=O)NC1CCN(c2ccccc2C(=O)NCC2CCCO2)CC1 (configuration not stated)	-5.9	15.1	-8.0
N#Cc1c2n(c(=S)n(-c3ccccc3)c1=O)CCCCC2	.	-2.8	-5.3
CCN1C(=O)/C(=C/C=C2/Sc3ccccc3N2CC)SC1=Nc1ccc2ncccc2c1	-9.6	-4.3	-1.9
Cc1c(NCc2cccnc2)cccc1C(=O)NCc1ccccc1Cl	-15.3	13.7	-7.2
COc1cccc(OCc2cc(C(=O)N3CCN(C(C)=O)CC3)no2)c1	.	3.9	-6.7
CCC(CC)N1CCCC1C(=O)Nc1cccc(-n2cnnn2)c1 (configuration not stated)	.	-0.3	0.6
N#CC1(c2ccccc2)CCN(C(=O)C2CCCCC2C(=O)NCCc2ccccc2F)CC1 (configuration not stated)	.	-8.0	-5.4
Cc1onc(-c2ccccc2Cl)c1C(=O)NC12CC3(C)CC(C)(CC(C)(C3)C1)C2	0.6	-10.3	3.5
CC(Nc1ccc(OCC(F)(F)F)cc1)C(=O)Nc1ccc(Cl)cn1 (configuration not stated)	.	-1.1	-8.4
Cn1nnnc1C1CCCN(C(=O)NC2CCCCC2)C1 (configuration not stated)	-5.0	.	-8.9
O=C(N[C@H](Cc1ccccc1)C(=O)N1CCC(C(=O)N2CCCCC2)CC1)C(Cl)Cl	-4.7	20.2	-2.1
CCn1nccc1NC(=O)c1ccc(Oc2ccccc2)cc1	1.1	-5.8	17.6
CCOC(=O)c1c(NC(=O)CSc2nnnn2-c2ccccc2)sc(C)c1C	-6.7	-6.7	-6.4
Cn1nnnc1SCC(=O)N(c1ccccc1)C1CCCCC1	2.6	-6.7	4.2
O=C(c1ccccc1)N1N=C2CCCCC2C12CCCCC2 (configuration not stated)	.	0.9	-4.3
Cc1ccc2oc(CN(C(=O)c3ccc(Cl)cc3Cl)C3CCCCC3)nc2c1	-6.7	1.0	-4.9
Clc1ccccc1Oc1cc(N2CCC(Cc3ccccc3)CC2)ncn1	0.5	-1.8	3.6
CC(C)CCC(=O)NCc1ccc(C(=O)NCCN2CCCC2)cc1	.	25.1	-6.0
CCOC(=O)C1=C(C)N=c2sc(=Cc3ccc4c(c3)OCO4)c(=O)n2C1c1cccc([N+](=O)[O-])c1 (configuration not stated)	-5.4	-7.3	-8.4
Cc1cccc(N(CCC#N)C(=O)CN2CCC(c3ccccc3)C2)c1C (configuration not stated)	.	14.4	-12.1

Some of the entries so far, with values under each structure:
Results follow in this order: mcGAS inh, NPYLR7 ag, hcGAS inh
Clc1ccccc1Oc1cc(N2CCC(Cc3ccccc3)CC2)ncn1
    0.5, -1.8, 3.6
Cc1cccc(N(CCC#N)C(=O)CN2CCC(c3ccccc3)C2)c1C (configuration not stated)
    ., 14.4, -12.1
Cc1ccc2oc(CN(C(=O)c3ccc(Cl)cc3Cl)C3CCCCC3)nc2c1
    -6.7, 1.0, -4.9
O=C(c1ccccc1)N1N=C2CCCCC2C12CCCCC2 (configuration not stated)
    ., 0.9, -4.3
